M5 antag = blocks acetylcholine activation of human M5 receptor; P08912; CHO-hM5 cells, Fluo-8 calcium fluorescence, ACh EC80; inhibition, % at 3 µM; 0.59% of 360,000 active; AID 624040;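 active means inhibition above a per-plate cutoff, the mean of that plate's test compounds plus 3 SD, cut at about 27% in these data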;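 further: 0% = acetylcholine EC80 with DMSO and 100% = DMSO without agonist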
Target sequence (P08912 whole entry, looked up): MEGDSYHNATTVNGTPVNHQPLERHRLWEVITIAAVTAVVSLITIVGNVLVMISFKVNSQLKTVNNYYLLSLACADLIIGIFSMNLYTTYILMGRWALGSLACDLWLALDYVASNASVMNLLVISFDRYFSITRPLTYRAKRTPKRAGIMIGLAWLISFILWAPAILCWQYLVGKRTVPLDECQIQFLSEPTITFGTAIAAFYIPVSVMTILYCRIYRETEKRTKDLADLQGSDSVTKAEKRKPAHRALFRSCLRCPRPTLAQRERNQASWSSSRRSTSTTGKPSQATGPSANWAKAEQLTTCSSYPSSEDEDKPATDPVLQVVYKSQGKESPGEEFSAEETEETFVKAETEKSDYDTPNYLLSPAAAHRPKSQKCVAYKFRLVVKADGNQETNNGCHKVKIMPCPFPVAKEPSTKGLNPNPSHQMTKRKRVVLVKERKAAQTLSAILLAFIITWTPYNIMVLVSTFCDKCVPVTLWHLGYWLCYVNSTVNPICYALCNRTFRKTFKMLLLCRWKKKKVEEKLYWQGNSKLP
CHRM5 agonist = CHRM5 agonism in calcium assay; activation, % at 3 µM; 0.19% of 360,000 active; AID 624037; P08912; CHO-K1 hM5 cells, Fluo-8 calcium fluorescence; 0% DMSO wells, 100% maximal acetylcholine response;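 active means activation above the run's mean over test compounds plus 3 SD, cut at about 23% in these data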;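 further: signal is peak over basal fluorescence ratio across the kinetic read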
M4 ag = agonists of human muscarinic M4 receptor (CHRM4); P08173; CHO-K1 hM4/Gqi5, Fluo-8 calcium fluorescence; vehicle 0%, full acetylcholine response 100%; activation, % at 3 µM; 0.14% of 360,000 active;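 active means activation above the run mean over all test wells plus 3 SD, cut at about 32% in these data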;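 further: peak over basal fluorescence ratio per well then scaled between controls; 0% = DMSO wells and 100% = acetylcholine at EC100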
CRFR2-BP ag = agonists of human CRF-binding protein/CRF-R2 receptor complex | activation, % at 13.2 µM | HEK293 CRF-R2/CRF-BP, calcium dye fluorescence (FLIPR); percent of saturating CRF peptide response | AID 588473 | 0.46% of 350,000 active;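 active means activation of at least 50%, plus an integration ratio under a set limit after plate pattern correction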;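 further: plate controls were neutral control wells without compound for no effect and CRF at EC100 for full effect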
M4 antag = CHRM4 antagonism in calcium assay | P08173 | CHO-hM4 cells, ACh EC80, Fluo-8 calcium fluorescence | inhibition, % at 3 µM | 0.73% of 360,000 active;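 active means inhibition above its plate's cutoff, the mean inhibition of sample wells plus 3 SD, cut at about 27% in these data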;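 further: 0% = acetylcholine EC80 with DMSO and 100% = DMSO without agonist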
CHRM5 PAM = potentiates acetylcholine response at human M5 receptor. AID 624038. 0.3% of 360,000 active. activation, % at 3 µM. CHO-K1 hM5, Fluo-8 calcium, ACh EC20 PAM; 0% = ACh EC20, 100% = ACh EC100;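 active means activation above the run cutoff, the mean activation of all test compounds plus 3 SD, cut at about 18% in these data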
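System – CHO-K1 hM5 cells · Compound – 3 µM, single dose · Incubation – compound preincubation 140 s before EC20 acetylcholine addition · Technique – Fluo-8 calcium fluorescence · Measure – Max/basal fluorescence ratio as % of EC20–EC100 ACh window · Benchmarks – low control EC20 acetylcholine (0%), high control EC100 acetylcholine (100%) · Replication – singlicate, one well per test compound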
CHRM1 PAM = potentiates human M1 receptor response to acetylcholine. CHO-K1 hM1, Fluo-8 calcium fluorescence, ACh EC20; 0% = ACh EC20, 100% = maximal ACh. activation, % at 3 µM. 0.088% of 360,000 active. AID 588819; in the data active means activation above about 19%, passing the limit was not always enough
Target sequence (P11229 whole entry, looked up): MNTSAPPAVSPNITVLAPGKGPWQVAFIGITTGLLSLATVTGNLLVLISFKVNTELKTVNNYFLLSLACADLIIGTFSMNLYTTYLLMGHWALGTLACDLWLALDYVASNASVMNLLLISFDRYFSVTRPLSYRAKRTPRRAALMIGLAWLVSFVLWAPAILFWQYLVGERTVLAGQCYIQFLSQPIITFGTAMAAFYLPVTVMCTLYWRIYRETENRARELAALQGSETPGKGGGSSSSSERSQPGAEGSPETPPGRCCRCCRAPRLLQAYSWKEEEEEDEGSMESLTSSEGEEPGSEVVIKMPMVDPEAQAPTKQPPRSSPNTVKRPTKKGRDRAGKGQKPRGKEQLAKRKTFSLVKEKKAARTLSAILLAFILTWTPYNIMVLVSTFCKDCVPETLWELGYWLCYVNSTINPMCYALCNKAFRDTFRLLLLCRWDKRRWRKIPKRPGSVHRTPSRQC
CHRM1 antagonist = antagonists of human M1 muscarinic receptor; P11229; inhibition, % at 3 µM; CHO-K1 hM1, Fluo-8 calcium fluorescence, ACh EC80 antagonist; AID 588852; 1.3% of 360,000 active;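 active means percent inhibition above its own plate's cutoff, namely the mean of that plate's compound wells plus 3 SD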;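 further: peak over basal fluorescence ratio during 140 s after agonist addition; 0% = ACh EC80 plus DMSO and 100% = DMSO alone without agonist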
M4 PAM = potentiates acetylcholine response at human M4 receptor; 0.4% of 360,000 active; activation, % at 3 µM; CHO-K1 hM4/Gqi5, Fluo-8 calcium fluorescence, ACh EC20; 0% = ACh EC20, 100% = maximal ACh; AID 624126; P08173;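 active means activation above its plate's cutoff, the mean activation of sample wells plus 3 SD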; further: some results filed as inactive read as strong as hits
Active calls of the source: *; · = not tested or not shown.

SMILES | M5 antag | CHRM5 agonist | M4 ag | CRFR2-BP ag | M4 antag | CHRM5 PAM | CHRM1 PAM | CHRM1 antagonist | M4 PAM
Cc1cc(C)n(-c2nc(Nc3ccccc3)nc(-n3nc(C)cc3C)n2)n1 | -5 | 1 | -1 | 1.7 | 17 | 5 | 0 | -3 | 1
O=C(O)C1C2C=CC(C2)C1C(=O)NCc1cccnc1 (centres undefined) | -5 | -3 | 1 | 0.6 | -8 | 5 | 8 | -5 | 1
CCOC(=O)C1=C(N)Oc2c(oc(CO)cc2=O)C1c1ccc(Cl)cc1 (centres undefined) | -2 | 3 | 1 | -1.5 | 11 | 18* | -2 | 14 | -1
N#Cc1ccc(Cl)cc1NC(=O)CN1C(=O)C(=O)N(CCC2=CCCCC2)C1=O | -5 | -1 | 2 | 4.8 | -21 | -2 | 3 | -1 | 6
CCOc1cc(/C=C(\CC(=O)O)c2nc3ccccc3s2)ccc1OCC(=O)Nc1cccc(C(F)(F)F)c1 | -6 | 3 | 1 | 1.9 | -14 | -1 | -4 | 6 | 1
COc1ccc(OC)c(NC(=O)CCc2c[nH]c3ccccc23)c1 | 6 | -4 | 1 | 1.1 | 0 | -2 | 10 | -12 | 0
Cc1ccc(NC(=O)c2ccc(Cl)c(S(=O)(=O)NCC3CCCO3)c2)c(O)c1 (centres undefined) | -1 | 0 | 6 | -0.9 | -8 | -2 | 17 | -13 | 4
CCCc1c(C)c2ccccc2[nH]c1=O | -7 | -2 | -1 | 1.3 | -1 | 3 | 8 | -8 | 1
COc1ccccc1NC(=O)CSc1nnnn1-c1ccccc1OC | 4 | 0 | 3 | 0.6 | -1 | -2 | 10 | -11 | 0
COCCn1c(Cc2ccccc2)nnc1SC(C)C(=O)NC1CC1 (centres undefined) | 4 | -2 | 0 | -0.3 | 1 | 10 | 10 | -12 | 12
CC(=O)c1cccc(NC(=O)C2CC(c3ccc(F)cc3)=NO2)c1 (centres undefined) | 8 | -2 | 2 | -1.0 | 10 | 0 | 3 | 3 | -2
O=C(NCc1ccccc1)C1=C[C@@H](C2CCCCC2)C[C@@H](OCc2ccc(CO)cc2)O1 | 16 | 4 | 0 | 2.7 | -8 | 2 | 15 | -15 | 6
CCOc1ccccc1C(=O)NCC(=O)N1CCC(C)CC1 | 14 | 0 | 2 | -1.2 | -12 | -4 | 10 | -4 | 19
CC(=O)Nc1ccc(S(=O)(=O)Nc2nc(C)cc(-n3nc(C)cc3C)n2)cc1 | 0 | -2 | 1 | -3.0 | 2 | -6 | 9 | -9 | 4
COC(=O)c1[nH]c2c(c1C(=O)OC)CCc1ccccc1-2 | 3 | -3 | 3 | -1.1 | 14 | 1 | 6 | -8 | 3
COc1ccc(NS(=O)(=O)c2ccc(S(=O)(=O)N3CCCC3)cc2)cc1Cl | 4 | 7 | 8 | 5.0 | 1 | -3 | 6 | -8 | 8
COc1ccccc1C(=O)NNc1ncc(C)s1 | 3 | 6 | 0 | 0.9 | -7 | 3 | 0 | -9 | -4
COc1cccc(CN2C(=O)NC3(CCCCCC3)C2=O)c1 | 13 | -3 | 0 | 0.5 | -6 | -4 | 2 | -2 | 2
O=C(NC12CC3CC(CC(C3)C1)C2)c1ccc(-c2ccc(Br)cc2)o1 | 1 | 2 | -2 | 6.7 | -12 | 1 | 13 | -11 | 9
Cc1cnc(NC(=O)c2cc(-c3ccccc3)nn2-c2ccccc2)s1 | 7 | 3 | 1 | 0.3 | 4 | -4 | 7 | -12 | 9
CCCC(=O)C1=C(O)C(C(=O)OC)C(C)(C)CC1=Nc1cccc2ccccc12 (centres undefined) | -3 | -6 | -3 | 3.6 | 12 | -5 | -6 | 7 | -10
CCN(CC)CCNc1nc(-c2cccs2)c(CC(=O)O)s1 | 1 | -11 | 1 | -1.7 | 4 | 4 | 14 | -14 | 11
O=C(CN1CCN(S(=O)(=O)c2ccc(F)cc2)CC1)Nc1ccc(Cl)c(C(F)(F)F)c1 | 5 | 3 | 11 | 6.3 | 7 | -11 | 3 | -45 | -7
Nc1cc(=O)[nH]c(=O)n1Cc1ccccc1 | -2 | 4 | 1 | 0.0 | 3 | 7 | 12 | -5 | -2
Cc1ccccc1N=C(c1ccccc1)C1C(=O)c2ccccc2C1=O | 8 | -1 | 0 | · | 0 | -12 | -8 | 3 | -4
Cc1cc(NC(=O)CSc2nnc(Cn3c(=O)sc4ccccc43)n2-c2ccccc2C)no1 | 4 | 1 | 0 | -2.1 | -6 | 6 | 15 | -6 | 4
CN(C1CCCCC1)S(=O)(=O)c1ccc(=S)[nH]c1 | 6 | 5 | 0 | 4.2 | 0 | 1 | 13 | -2 | 5
O=c1c2ccccc2nnn1CSc1ccccc1 | 1 | -4 | 0 | -0.9 | 4 | 0 | 9 | -8 | -1
COC(=O)C1=C(C)Nc2nc(-c3ccccc3)nn2C1c1ccc(C)o1 (centres undefined) | 1 | -4 | 0 | -0.1 | -16 | -6 | 6 | -16 | 7
Cn1c(C(=O)N2CCCC(C(=O)NCc3cccs3)C2)cc2sccc21 (centres undefined) | -4 | 1 | 5 | -0.2 | -15 | -4 | 0 | 1 | -1
O=C(O)C1CC(=O)N(CCc2ccc(F)cc2)C1 (centres undefined) | -8 | 7 | 1 | -1.9 | -4 | -7 | 18 | -17 | 5
O=C(O)C1CC=CCC1C(=O)Nc1ccc(F)c(F)c1 (centres undefined) | 10 | -4 | 2 | -1.2 | -2 | 6 | -1 | 4 | 6
Cn1c(=O)c(C(=O)Nc2ncccc2O)c(O)c2ccccc21 | -3 | 2 | -1 | -0.3 | 8 | -3 | 7 | -7 | -1
CC(=O)Nc1ccc(S(=O)(=O)c2ccnc3cc(Cl)ccc23)cc1 | 10 | 0 | 5 | -0.6 | -3 | -9 | 12 | -9 | 7
C/C=C(\C)C(=O)Nc1cccc(C2=NOC3(C2)C[C@@H](C(N)=O)N(C(=O)c2cc([N+](=O)[O-])cc([N+](=O)[O-])c2C)C3)c1 (some centres undefined) | -3 | -2 | 1 | 0.5 | -7 | 7 | 1 | 0 | 19
CCCn1cc(CN2CCC(Oc3ccc(C(=O)N4CCCC4)cc3)CC2)c(C)n1 | 7 | -7 | 0 | 0.8 | 6 | -4 | -14 | 23 | -5
Cc1onc(-c2ccccc2)c1C(=O)NNC(=S)NC(=O)/C=C/c1ccccc1 | 2 | 4 | 2 | 66* | -3 | -3 | -10 | 5 | -1
CCc1nc2ccc(C(=O)Nc3cccc(OCC(=O)N(C)C)c3)cn2c1N(C)Cc1cc2ccccc2s1 | 33* | -2 | 15 | · | 34* | -22 | -25 | 50* | -12
COc1ccccc1C(=O)OCC(=O)Nc1ccc(OC(F)F)cc1 | 8 | -3 | 1 | 0.1 | 4 | 0 | 5 | -28 | -4
COc1cc(NC(=O)c2ccc(COc3ccccc3Br)o2)cc(OC)c1OC | 13 | 2 | 9 | 1.6 | 11 | -12 | -12 | 15 | -13
CCOc1ccc(CCN2C(=O)C(=O)N([C@@H](CC(C)C)CN3CCC[C@H]3CN3C(=O)C(=O)NC[C@@H]3Cc3ccccc3)C[C@@H]2Cc2ccc(O)cc2)cc1 | 3 | -2 | 1 | · | -2 | 6 | · | · | 4
CC(=O)c1sc(NC(=O)CCc2ccccc2)nc1C | 3 | 0 | 2 | -1.0 | -2 | -4 | 4 | -4 | 4
COc1cc(C(=O)N[C@H](C(=O)Nc2nnc(C3CC3)s2)C(C)C)cc(OC)c1OC | 2 | -2 | 0 | -0.2 | -2 | -1 | 7 | -17 | -1
O=C(NCc1ccccn1)[C@@H]1C[C@H]1[C@@H](NP(=O)(c1ccccc1)c1ccccc1)c1ccccc1 | 13 | -2 | 2 | -0.5 | -2 | -8 | 8 | -8 | 10
O=C(C1CCCN(S(=O)(=O)c2ccc([N+](=O)[O-])cc2)C1)N1CCCCC1 (centres undefined) | 9 | -1 | 7 | -0.7 | -4 | -4 | -7 | 8 | -3
CCCN(CCC)Cc1cc(=O)oc2cc(C)c(C)cc12 | -13 | 1 | -1 | · | -8 | 5 | -1 | 0 | -4
CC(C)C(=O)NC(=S)/C=C1/N(C)c2ccccc2C1(C)C | 19 | -6 | 4 | 0.6 | 6 | -6 | 6 | 5 | -8
CN1CCN(CCCNC(=O)Nc2cccc3ccccc23)CC1 | 1 | -1 | 0 | -2.4 | 2 | 3 | 7 | -10 | 17
COC(=O)CC(NC(=O)Nc1ccc(C)cc1)c1cccc([N+](=O)[O-])c1 (centres undefined) | -9 | 3 | 2 | -1.0 | -3 | 2 | 7 | -8 | 2
CCOC(=O)Cc1csc(NC(=O)Nc2ccc(OC(F)(F)F)cc2)n1 | 22 | 11 | 14 | 0.1 | 8 | -21 | -17 | 41* | -34
Cc1nc(NC(=O)COC(=O)C(C)NC(=O)c2ccccc2)c(Cl)cc1Cl (centres undefined) | 9 | -3 | -1 | 1.0 | 7 | -5 | 13 | -15 | -3
COc1ccc(NS(=O)(=O)c2ccc(N)c(C(=O)O)c2)cc1 | -5 | 2 | 0 | 34 | 5 | 6 | 5 | -5 | -3
Cc1cccc(NC(=O)c2ccc(C(=O)c3ccccc3)cc2)n1 | 7 | -1 | 15 | 0.5 | -1 | -14 | -6 | 6 | 0
Cc1ccc2nc(N(CCCN(C)C)C(=O)c3cc4ccccc4oc3=O)sc2c1 | 5 | -4 | 5 | 0.0 | 6 | -5 | 3 | -2 | 2
CC(=O)Nc1cc2c3c(c1)CCN3C(=O)CC2 | 13 | -5 | 1 | 2.1 | 3 | -5 | 11 | -2 | 1
COc1cccc(C(=O)Nn2c(-c3cccs3)nc3ccccc3c2=O)c1OC | 19 | 0 | 9 | -2.5 | -4 | -10 | -8 | 1 | -9
CC(C)c1ccc(NC(=O)c2ccc(NC3=NC4CS(=O)(=O)CC4S3)cc2)cc1 (centres undefined) | 0 | 3 | 0 | -4.3 | -3 | 0 | 3 | -13 | -2
O=C(c1cc(-c2ccccc2)on1)N1CCN(c2ccccc2)CC1 | 4 | -6 | 0 | -0.7 | -6 | 5 | 3 | -2 | 2
OC(COc1cccc2ccccc12)CN1CCN(c2cccc(Cl)c2)CC1 (centres undefined) | 3 | -4 | 4 | -0.9 | -10 | -2 | 6 | -16 | -2

A draw from above in order of length of the SMILES, descending:
SMILES | M5 antag | CHRM5 agonist | M4 ag | CRFR2-BP ag | M4 antag | CHRM5 PAM | CHRM1 PAM | CHRM1 antagonist | M4 PAM
CC(C)c1ccc(NC(=O)c2ccc(NC3=NC4CS(=O)(=O)CC4S3)cc2)cc1 (centres undefined) | 0 | 3 | 0 | -4.3 | -3 | 0 | 3 | -13 | -2
Cc1nc(NC(=O)COC(=O)C(C)NC(=O)c2ccccc2)c(Cl)cc1Cl (centres undefined) | 9 | -3 | -1 | 1.0 | 7 | -5 | 13 | -15 | -3
COc1ccc(NS(=O)(=O)c2ccc(N)c(C(=O)O)c2)cc1 | -5 | 2 | 0 | 34 | 5 | 6 | 5 | -5 | -3
CN1CCN(CCCNC(=O)Nc2cccc3ccccc23)CC1 | 1 | -1 | 0 | -2.4 | 2 | 3 | 7 | -10 | 17
CCCN(CCC)Cc1cc(=O)oc2cc(C)c(C)cc12 | -13 | 1 | -1 | · | -8 | 5 | -1 | 0 | -4
